CAL PDZ FP-1 – inhibitors of human CAL PDZ peptide binding | purified CAL PDZ, TMR-peptide fluorescence polarization, 1 h | AID 602252 | Q9HD26 | 300,000 compounds, 0.92% hits | inhibition, % at 24.9 µM;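 active = mean inhibition of at least 30% with at least half of replicates also reaching 30%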;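 note: 0% = DMSO neutral control and 100% = excess unlabeled competitor peptide PRC23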
LANA DNA inh – blocks KSHV LANA C-terminal domain binding to DNA; MBP-C-LANA/FAM-LBS DNA binding, fluorescence polarization; 340,000 compounds, 0.078% hits; inhibition, % at 9 µM; AID 504423;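 active = highest replicate inhibition at or above 60% at 9 µM, even if other replicates fall short; inactive = all replicates below 60% inhibition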;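 note: 0% = neutral control wells and 100% = 4 µM acridine orange control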
V-ATPase pHluor – yeast V-ATPase proton transport regulation by pHLuorin; 350,000 compounds, 0.37% hits; S. cerevisiae, pHLuorin cytosolic pH fluorescence; AID 504577; response, % at 10 µM; in the data active = response mostly above about 7.3%, no sharp cut-off; inactive = mostly below about 5.4%; note: actives read high; inactives centre near 0; some compounds called inactive have numbers as strong as hits
NSD2 HMT inh – blocks human histone methyltransferase NSD2; O96028; inhibition, % at 12.5 µM; NSD2 peptide methylation, AlphaScreen, 120 min; 310,000 compounds, 0.54% hits; in the data active = inhibition above about 50%
Arr AP2 block – inhibitors of human beta-arrestin and AP2 interaction; FITC-arrestin peptide / GST-AP2 beads, flow cytometry; AP2 beta2 appendage carries R879A mutation; inhibition, % at 10 µM; 340,000 compounds, 0.31% hits;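 active = inhibition above a set limit, near 3 SD of compounds lacking own fluorescence, cut at about 54% in these data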;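 note: plate controls were DMSO wells for no effect and 5 µM unlabelled arrestin peptide for full effect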
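System: GST-tagged AP2 beta2-adaptin appendage (R879A) on 4 µm glutathione beads / Reagent: FITC-arrestin peptide, 50 nM / Detection: HyperCyt-sampled flow cytometry, FL1 channel, ex 488/em 535 nm / Timing: 12 min plus 1 h, RT / Buffer or medium: PBS plus Tween 20 (0.05%) and BSA (0.1%)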
DSG3 Ab inh – human desmoglein-3 autoantibody binding inhibition; P32926; AID 588358; binding (percent of control), % at 10 µM; DSG3-coupled beads, scFv-anti-DSG3-GFP binding, flow cytometry; hits give low values; 310,000 compounds, 0.48% hits;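 active = binding more than 3 SD below its plate's average and above zero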;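 note: hits lower antibody fragment binding to DSG3; some compounds called inactive have numbers as strong as hits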
Target sequence (P32926 whole entry, looked up, the tested form may be a part): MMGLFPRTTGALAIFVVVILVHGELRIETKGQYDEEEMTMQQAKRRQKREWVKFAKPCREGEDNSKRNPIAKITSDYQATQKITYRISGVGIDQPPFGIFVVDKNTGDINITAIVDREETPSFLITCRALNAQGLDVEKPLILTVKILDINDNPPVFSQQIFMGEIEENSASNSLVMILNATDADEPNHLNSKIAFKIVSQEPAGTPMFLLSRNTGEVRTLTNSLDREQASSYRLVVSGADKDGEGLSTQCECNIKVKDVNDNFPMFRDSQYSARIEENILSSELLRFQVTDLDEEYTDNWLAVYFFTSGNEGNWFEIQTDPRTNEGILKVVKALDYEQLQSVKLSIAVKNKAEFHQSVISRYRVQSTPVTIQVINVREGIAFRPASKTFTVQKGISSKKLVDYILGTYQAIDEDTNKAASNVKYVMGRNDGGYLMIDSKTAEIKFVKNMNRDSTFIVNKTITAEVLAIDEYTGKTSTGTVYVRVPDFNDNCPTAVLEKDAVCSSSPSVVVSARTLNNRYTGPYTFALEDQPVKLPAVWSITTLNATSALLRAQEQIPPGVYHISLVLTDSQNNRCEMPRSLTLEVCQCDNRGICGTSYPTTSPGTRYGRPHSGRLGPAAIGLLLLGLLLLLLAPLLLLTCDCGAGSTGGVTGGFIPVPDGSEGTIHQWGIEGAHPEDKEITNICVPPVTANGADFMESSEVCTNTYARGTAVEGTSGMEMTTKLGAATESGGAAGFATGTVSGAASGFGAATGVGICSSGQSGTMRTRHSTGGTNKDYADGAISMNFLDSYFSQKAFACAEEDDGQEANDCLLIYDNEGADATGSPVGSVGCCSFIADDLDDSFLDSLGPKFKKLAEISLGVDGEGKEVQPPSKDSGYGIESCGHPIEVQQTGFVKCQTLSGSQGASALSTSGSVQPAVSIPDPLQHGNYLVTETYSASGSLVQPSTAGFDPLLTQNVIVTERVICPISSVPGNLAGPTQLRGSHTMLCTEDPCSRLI
RTF Ca sens inh – cardiac RTF calcium desensitization; P19429+P45379; IANBD-labeled cardiac RTF, Ca2+ fluorescence; inhibition, % at 7.15 µM; 340,000 compounds, 0.12% hits; AID 493244;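 active = inhibition above the mean inhibition of all tested compounds plus 3 SD, cut at about 17% in these data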;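 note: assay run at fixed EC70 calcium of 1.6 mM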
CAL PDZ FP-2 – human CAL PDZ-peptide interaction inhibition; 330,000 compounds, 0.02% hits; purified CAL PDZ, TMR-peptide fluorescence polarization, 1 h; inhibition, % at 20 µM; AID 504414;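 active = highest replicate inhibition of at least 40%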;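 note: plate controls were DMSO neutral control wells for no effect and unlabeled competitor peptide control wells for full effect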
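Control set: unlabelled peptide and DMSO controls / Material: purified CerCALP PDZ construct / Timing: 1 h incubation at room temperature before polarization reading / Doses: 20 µM, one dose / Detection: fluorescence polarization (mP)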
Keap1 Nrf2 FP – disrupts human Keap1 binding to Nrf2 peptide. 340,000 compounds, 0.15% hits. inhibition, % at 9.4 µM. Keap1 Kelch-Nrf2 peptide fluorescence polarization, 1536-well. Q14145. AID 504523; in the data active = inhibition above about 12%;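 note: human Keap1 Kelch domain with fluorescein labeled Nrf2 9mer peptide probe; 0% = neutral control wells and 100% = peptide positive control; higher means more block of Keap1 binding to Nrf2 peptide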
DAGLB inhibitor – blocks human DAGLB lipase activity. HEK293T DAGLB membrane lysate, EnzChek fluorogenic substrate. 340,000 compounds, 0.059% hits. inhibition, % at 5.17 µM. Q8NCG7; in the data active = inhibition above about 34%;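 note: 0% = enzyme with vehicle and 100% = wells lacking enzyme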
* hit, by the source's call; nt = no result given.

SMILES | CAL PDZ FP-1 | LANA DNA inh | V-ATPase pHluor | NSD2 HMT inh | Arr AP2 block | DSG3 Ab inh | RTF Ca sens inh | CAL PDZ FP-2 | Keap1 Nrf2 FP | DAGLB inhibitor
CN(C1CCCCC1)S(=O)(=O)c1ccc(S(=O)(=O)N2CCN(CCC#N)CC2)cc1 | 1 | 0.2 | 2 | nt | 1 | 108 | -4 | -0.4 | -4 | 0
COc1cc(OC)cc(C(=O)N[C@H](C(=O)Nc2nnc(C3CC3)s2)C(C)C)c1 | 0 | 0.8 | 2 | 1 | 31 | 107 | -13 | -0.9 | -2 | 3
Cc1ccc(S(=O)(=O)N2CCN(C(=O)c3ccccc3OCc3c(C)noc3C)CC2)cc1 | -3 | 2.7 | 1 | 0 | 22 | 83 | -2 | -0.6 | -3 | -1
CN(CC(=O)NCCc1ccc(F)cc1)Cc1cccs1 | -8 | -0.7 | 1 | -6 | -19 | 90 | -2 | 17 | -2 | -3
N#CC1=C(Nc2ccccc2Cl)SC(c2ccccc2O)NC1=O (configuration not stated) | -3 | -0.3 | -21 | 2 | -44 | 90 | -3 | -0.4 | -6 | 8
Cc1ccccc1-c1nc2cc(N)ccc2o1 | -1 | -0.1 | -1 | nt | 9 | 100 | 1 | -0.4 | -6 | 0
Cc1cc(C)c(C)c(S(=O)(=O)NCc2ccc(C(=O)N3CCCC3)cc2)c1C | 4 | -1.4 | 0 | -1 | -5 | 104 | -4 | -0.9 | -5 | 0
COc1ccc(C(=O)N/N=C(\C)CC(=O)Nc2ccc(N(C)C)cc2)c(OC)c1 | nt | 0.2 | -1 | 1 | 10 | 111 | -4 | 0.4 | -2 | -2
COc1ccc2cc(C(=O)O)n(CC(=O)c3ccccc3)c2c1 | 1 | 1.2 | -3 | 0 | -6 | 96 | -5 | -0.6 | -2 | 0
CCCCC(c1nnnn1CC1CCCO1)N1CCN(c2nc3ccccc3s2)CC1 (configuration not stated) | -2 | -0.3 | 0 | 3 | -4 | 107 | -6 | -0.5 | 1 | -2
O=C(CN1CCC(C(=O)c2cccc(Cl)c2)CC1)Nc1ccc(C(=O)O)cc1 | -4 | -1.5 | 6 | 20 | -2 | 87 | -7 | -2.5 | 8 | 0
Cc1nc2ccc([N+](=O)[O-])cc2c(=O)n1Cc1ccccc1Br | nt | 3.5 | 0 | 5 | -2 | 119 | -14 | -0.2 | -5 | -7
O=C(CN1CCN(Cc2ccccc2)CC1)Nc1ccc(Br)cc1 | -4 | 1.3 | 0 | 3 | 31 | 108 | 2 | -1.7 | -3 | -1
NC(=O)c1ccc(NC(=O)COC(=O)CC2CC3CCC2C3)cc1 (configuration not stated) | -1 | 1.6 | -6 | -1 | 9 | 92 | -2 | -0.8 | -1 | 2
Cc1ccc(C(=O)N2CCN(c3ccc(NC(=O)c4ccc5c(c4)OCCO5)cc3)CC2)cc1 | 2 | -1.5 | 0 | -1 | -12 | 109 | -2 | -1.3 | -8 | 3
COCCNC(=O)/C(C#N)=C/c1cn(CC(=O)NCc2ccco2)c2ccccc12 | -1 | -0.1 | 1 | -1 | 10 | 105 | -4 | 0.7 | -5 | -1
CCn1cc(C(=O)NCCCN2CCC(C)CC2)c(=O)c2cc(S(=O)(=O)N3CCCC3)ccc21 | 1 | -0.3 | 2 | 0 | 2 | 103 | -10 | -0.2 | -1 | 3
COc1ccc(NC(=O)NCc2cccnc2)cc1OC | -3 | -0.9 | -4 | -3 | -1 | 105 | -5 | -1.6 | 1 | 0
CS(=O)(=O)N(CC(=O)Nc1ccccc1Cl)c1ccc(Cl)cc1 | -10 | -0.5 | -1 | 4 | -1 | 103 | -10 | -0.1 | -5 | -1
O=C(CSc1nnc(N2CCCC2)n1-c1cccc(Cl)c1)N1CCN(c2ccccn2)CC1 | nt | nt | 0 | 16 | nt | 109 | nt | nt | nt | 0
CSCCC(NS(=O)(=O)c1ccc2c(c1)OCCO2)C(=O)N(C)Cc1ccc(C)cc1 (configuration not stated) | -1 | -1.5 | 3 | 5 | -9 | 110 | -6 | -2.2 | -5 | -3
CCCN(CCC)S(=O)(=O)c1ccc(C(=O)Nc2cccnc2)cc1 | 8 | -0.8 | 0 | -3 | 3 | 92 | 1 | -1.8 | 7 | 3
CCOC(=O)C(C#N)(Cc1ccc2ccccc2n1)Cc1ccc2ccccc2n1 | -2 | -0.9 | -2 | nt | -4 | 91 | 1 | -1.1 | -5 | -5
NCCCCCc1nnc(SCc2ccccc2Cl)o1 | 3 | 0.2 | -7 | 0 | 16 | 101 | -3 | 0.4 | 8 | 1
CN(C)CCNC(=S)Nc1ccc(-c2nc3ccccc3[nH]2)cc1 | -1 | 0.6 | 7 | -2 | -1 | 105 | -6 | -8.5 | -7 | 0
O=S1(=O)c2c(Oc3cccc4ccccc34)cccc2OC(COCc2ccccc2)CN1C1CCCC1 (configuration not stated) | 1 | 14 | -1 | nt | -5 | 109 | 3 | -0.8 | 0 | -27
COc1ccc(NC(=O)Nc2cccc3cccnc23)cc1 | -1 | -0.9 | -6 | 1 | 26 | 110 | -6 | -0.2 | 0 | -1
O=C(CN1C(=O)C2CCCCC2C1=O)OCc1nnc(-c2ccccc2)o1 (configuration not stated) | -7 | nt | 3 | -1 | -31 | 112 | 1 | 11 | nt | -2
O=C(O)C(=Cc1cc2c(cc1[N+](=O)[O-])OCO2)c1cc2c(cc1Br)OCO2 | -2 | -0.6 | 1 | -1 | 22 | nt | 0 | -0.6 | 2 | -2
O=C1CCC([N+](=O)[O-])C(c2cc3c(cc2Br)OCO3)N1 (configuration not stated) | -2 | 0.6 | 1 | -1 | 7 | 97 | -7 | -1.9 | 1 | -2
CCCCNC(=O)c1onc(CSc2ccccc2C)c1C(=O)O | -1 | -0.4 | -2 | nt | -4 | 106 | -8 | -0.3 | -7 | 5
OCCC1CN(Cc2nc3ccccc3s2)CCN1CCc1ccccc1 (configuration not stated) | 2 | -0.4 | 3 | 30 | -3 | 97 | -28 | -1.1 | -5 | -1
CC(=O)N[C@@H](C)C(=O)N1CCN(S(=O)(=O)c2ccc(Cl)cc2)CC1 | -2 | 1.6 | -1 | -5 | 10 | 98 | -3 | -0.2 | -1 | -1
CCN1C2=C(C(=O)CCC2)C(c2ccc(O)c(Br)c2)C2=C1CCCC2=O | -3 | 3.0 | 1 | nt | 23 | nt | -5 | 0.0 | -2 | 0
CCOc1ccc(NC(=O)Cn2nc(-c3ccccc3Cl)n(CC)c2=S)cc1 | -2 | 1.1 | 0 | 9 | -2 | 107 | 3 | nt | -4 | -1
COc1ccc(S(=O)(=O)N(C)C[C@H]2Oc3ccc(NC(=O)C4CC4)cc3C(=O)N([C@H](C)CO)C[C@@H]2C)cc1 | -1 | 0.0 | 0 | nt | 35 | 105 | 1 | -1.1 | 3 | -3

Quoted at random: 5 compounds from above, in no set order.
SMILES | CAL PDZ FP-1 | LANA DNA inh | V-ATPase pHluor | NSD2 HMT inh | Arr AP2 block | DSG3 Ab inh | RTF Ca sens inh | CAL PDZ FP-2 | Keap1 Nrf2 FP | DAGLB inhibitor
NC(=O)c1ccc(NC(=O)COC(=O)CC2CC3CCC2C3)cc1 (configuration not stated) | -1 | 1.6 | -6 | -1 | 9 | 92 | -2 | -0.8 | -1 | 2
CCCCNC(=O)c1onc(CSc2ccccc2C)c1C(=O)O | -1 | -0.4 | -2 | nt | -4 | 106 | -8 | -0.3 | -7 | 5
CSCCC(NS(=O)(=O)c1ccc2c(c1)OCCO2)C(=O)N(C)Cc1ccc(C)cc1 (configuration not stated) | -1 | -1.5 | 3 | 5 | -9 | 110 | -6 | -2.2 | -5 | -3
Cc1cc(C)c(C)c(S(=O)(=O)NCc2ccc(C(=O)N3CCCC3)cc2)c1C | 4 | -1.4 | 0 | -1 | -5 | 104 | -4 | -0.9 | -5 | 0
COc1ccc(C(=O)N/N=C(\C)CC(=O)Nc2ccc(N(C)C)cc2)c(OC)c1 | nt | 0.2 | -1 | 1 | 10 | 111 | -4 | 0.4 | -2 | -2

(listing goes on)
SMILES | CAL PDZ FP-1 | LANA DNA inh | V-ATPase pHluor | NSD2 HMT inh | Arr AP2 block | DSG3 Ab inh | RTF Ca sens inh | CAL PDZ FP-2 | Keap1 Nrf2 FP | DAGLB inhibitor
COc1ccc2c(c1)c(=O)cc(-c1ccccc1)n2C | -4 | -1.4 | 6 | -4 | -3 | nt | 3 | -1.0 | 0 | -1
Cc1cc(Cl)ccc1N(CC(=O)N=Nc1c(O)[nH]c2ccccc12)S(C)(=O)=O | -2 | -1.1 | -4 | -1 | 18 | 101 | 7 | nt | -3 | 2
CCN(CCCNC(=O)CN(C)S(=O)(=O)c1ccc2c(c1)CCC(=O)N2)c1cccc(C)c1 | -3 | -1.6 | 4 | 9 | 17 | 99 | -5 | -1.6 | 1 | 0
O=C(OCc1nc2ccccc2s1)c1ccc([N+](=O)[O-])o1 | -2 | -1.3 | 5 | -3 | -4 | nt | -2 | -2.3 | -2 | -5
COC(=O)CCc1n[nH]c(=O)[nH]c1=O | nt | 0.4 | 2 | nt | 4 | 99 | 4 | 0.0 | 2 | 1
COc1ccccc1CNC(=O)COC(=O)C1CCN(S(=O)(=O)c2ccccc2)CC1 | nt | -0.5 | -2 | -2 | -1 | 102 | -1 | -0.6 | -1 | -1
Cc1nnc2n1N=C(c1ccc(OC(F)F)cc1)C(C)S2 (configuration not stated) | -1 | 1.9 | -2 | 4 | 2 | nt | 0 | -2.4 | -7 | 3
C/C=C/c1ccc(OCC(O)CN2CCCCCCC2)c(OC)c1 (configuration not stated) | 3 | -2.0 | -2 | 11 | 13 | 85 | 1 | -1.4 | -5 | 1
Cc1oc(-c2cccc3ccccc23)nc1CN1CCC[C@H]1CO | nt | -1.9 | 4 | 4 | 0 | 104 | -13 | -1.6 | -5 | 0
O=[N+]([O-])c1ccc(Cl)cc1NCC1CCCO1 (configuration not stated) | -4 | 0.4 | 1 | 9 | 5 | 96 | -7 | -1.8 | 1 | -4
Cc1c(C(=O)O)sc(=S)n1CCOc1ccccc1 | -4 | 0.1 | -2 | 2 | 25 | 100 | -2 | -2.2 | -4 | 1
Nc1nc(-c2ccc(Br)cc2)cc(C(F)(F)F)n1 | -3 | 0.2 | -2 | -4 | 9 | 99 | -8 | nt | -2 | -3
S=C(NCc1ccc(Cl)cc1)Nc1ccc(Cl)cc1Cl | -3 | -0.3 | 1 | 0 | 15 | 89 | 5 | 0.0 | 3 | -8
C=CCn1c(SCC(=O)NC2CC2)nnc1-c1ccccn1 | -4 | 0.8 | 1 | -1 | -11 | 101 | -4 | -1.5 | -1 | 2
Cc1nc(NS(=O)(=O)c2ccccc2)sc1NC(=O)Nc1ccccc1 | -6 | 0.9 | 0 | 2 | 33 | 28* | 5 | -1.8 | 1 | 4

High-throughput results as filed in PubChem.

The list is partial (hit frequency here may not be typical).
